Screens deposited in PubChem BioAssay by several laboratories.
GALR2 antag: GALR2 antagonists in receptor-expressing cells, primary screen. Galanin receptor type 2 (Homo sapiens), O43603. inhibition, % at 4 µM. 140,000 compounds, 0.39% hits. antagonist mode; in the data active means inhibition above about 27%;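 further: cells stimulated with galanin 1-16 at roughly its EC80; 0% = agonist challenge control and 100% = basal control without agonist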
Target sequence (O43603 whole entry, looked up): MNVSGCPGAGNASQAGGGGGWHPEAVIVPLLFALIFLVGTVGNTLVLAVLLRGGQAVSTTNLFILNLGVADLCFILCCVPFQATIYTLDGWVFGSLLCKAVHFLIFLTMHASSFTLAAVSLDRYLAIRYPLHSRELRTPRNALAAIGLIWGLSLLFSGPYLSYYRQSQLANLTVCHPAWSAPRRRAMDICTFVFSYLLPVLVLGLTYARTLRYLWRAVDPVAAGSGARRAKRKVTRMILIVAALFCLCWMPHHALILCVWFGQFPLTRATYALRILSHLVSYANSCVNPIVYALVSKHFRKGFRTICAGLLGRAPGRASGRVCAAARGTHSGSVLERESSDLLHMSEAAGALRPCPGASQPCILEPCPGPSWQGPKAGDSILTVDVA
E-sel TNF inh: E-selectin induction blockers in HUVEC – imaging, immunofluorescence, high content, primary screen | HUVEC TNFa-induced E-selectin immunofluorescence | inhibition, % at 2 µM | 120,000 compounds, 0.71% hits | AID 1246, 2008;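 active means inhibition above the batch mean plus 3 SD, and confirmed as a hit on visual image review, cut at about 43% in these data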;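 further: 0% = TNF-stimulated DMSO wells and 100% = unstimulated control wells; not every result past the cut was called active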
Measles CPE: compounds protecting cells from measles virus cytopathic effect, primary screen, measles RdRp inhibitor project, single point, MLSMR library, absorbance; Measles virus-infected cells, CPE protection; protection (pct of control), % at 4 µM; 140,000 compounds, 1.5% hits; in the data active means protection mostly above about 24%, no sharp cut-off; inactive means mostly below about 26%; further: some compounds called inactive have numbers as strong as hits
BB579 growth dn: growth inhibitors of yeast BB579 in restrictive medium, primary screen, yeast lifespan-shortening project, S. cerevisiae | 140,000 compounds, 0.51% hits | OD615, 48 h | inhibition, % at 10 µM | AID 804, 2007;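 active means inhibition above a set limit, 3 SD over the mean compound inhibition, cut at about 44% in these data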; further: inactives centre near -24
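System: Saccharomyces cerevisiae DeaD strain BB579, replicative lifespan model yeast | Buffer or medium: Restrictive glucose-based CSMM-D medium | Times: 4 h preincubation and 48 h exposure at 30 °C | Detection: OD615 turbidity measurement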
PTEN del growth: growth suppression of PTEN-null HCT116, primary screen, cell-based, CellTiter-Glo. HCT116 PTEN-null viability, 60 h; hits give low values. viability, % at 10 µM. 140,000 compounds, 1.2% hits. AID 827, 2007;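 active means viability at or below a set limit, 4 SD under the median of all tested compounds, cut at about 3.7% in these data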;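 further: PTEN knockout HCT116 line with beta catenin targeted HCT116 as companion control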
MRP1 act: H69AR viability gain despite doxorubicin, primary screen, MRP-1 activator project, H69AR cells, CellTiter-Glo; viability rescue; viability increase, % at 10 µM; 140,000 compounds, 0.61% hits; AID 799, 2007;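 active means viability gain under doxorubicin at or above a set limit, the compound median plus 3 SD, cut at about 4.7% in these data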;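 further: MRP-1 overexpressing cells given doxorubicin 25 µM after compound pretreatment; 18-22 h compound pretreatment then 72 h with doxorubicin before readout; 0% = doxorubicin-only wells and 100% = vehicle-treated cells without doxorubicin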
NPY-Y2 antag: NPY-Y2 receptor antagonists, primary screen, cell-based; Neuropeptide Y receptor type 2 (Homo sapiens), P49146; NPY-Y2 expressing cells, antagonist mode; inhibition, % at 2.7 µM; 140,000 compounds, 0.99% hits; in the data active means inhibition above about 17%;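 further: 0% = vehicle with agonist challenge and 100% = reference antagonist with challenge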
Target sequence (P49146 whole entry, looked up): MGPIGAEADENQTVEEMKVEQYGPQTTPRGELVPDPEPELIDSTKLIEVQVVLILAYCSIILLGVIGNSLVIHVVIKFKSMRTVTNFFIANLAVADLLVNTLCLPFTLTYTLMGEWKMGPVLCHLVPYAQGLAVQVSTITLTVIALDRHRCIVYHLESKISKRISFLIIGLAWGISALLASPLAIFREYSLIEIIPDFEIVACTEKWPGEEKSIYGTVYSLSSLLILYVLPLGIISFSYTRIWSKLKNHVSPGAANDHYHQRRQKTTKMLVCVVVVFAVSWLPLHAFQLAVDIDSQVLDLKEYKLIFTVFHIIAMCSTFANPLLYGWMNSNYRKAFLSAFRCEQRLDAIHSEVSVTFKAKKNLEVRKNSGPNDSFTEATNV
bCat KO growth: primary screen for growth suppressors in beta-catenin knockout HCT116 cells (colon tumor, human) | HCT116 beta-catenin knockout viability, CellTiter-Glo, 60 h; hits give low values | 140,000 compounds, 1.5% hits | viability, % at 10 µM;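 active means viability at or under a set limit, the compound median less 4 SD, cut at about 6% in these data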;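 further: 0% = Hyamine 1622 control at 20 µM and 100% = untreated cell control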
Phagocyt inh: inhibitors of macrophage phagocytosis, primary screen, imaging, J774A.1 cells, IgG beads; J774A.1 macrophage IgG-bead phagocytosis; 110,000 compounds, 0.07% hits; AID 1029, 2008; inhibition, % at 5 µM;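 active means inhibition above the mean of the plate negative controls plus 5 SD, cut at about 13% in these data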;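 further: phagocytic index as fraction of beads internalized from green versus red external bead signal; plate controls were DMSO negative control for no effect and cytochalasin-D positive control for full effect; some results beyond the cut were filed as inactive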
Yeast lifespan up: compounds extending yeast replicative lifespan, primary screen, S. cerevisiae, OD615. S. cerevisiae growth with nicotinamide; deaD strain in restrictive glucose medium. inhibition of the nicotinamide effect, % at 10 µM. 130,000 compounds, 0.68% hits. AID 775, 2007;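 active means inhibition above a set limit, placed 3 SD over the median of all compounds, cut at about 26% in these data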;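 further: 0% = nicotinamide-treated wells and 100% = cells grown without nicotinamide; some compounds called inactive have numbers as strong as hits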
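Buffer or medium: CSMM-D glucose medium, restrictive; test system: modified budding yeast, DeaD strain; compound: single dose 10 µM compound, 0.25% DMSO; schedule: culture preincubation 4 h, compound exposure 48 h, both 30 °C; detection: optical density (absorbance) at 615 nm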
* hit, by the source's call; · = no result given.

nr	molecule	GALR2 antag	E-sel TNF inh	Measles CPE	BB579 growth dn	PTEN del growth	MRP1 act	NPY-Y2 antag	bCat KO growth	Phagocyt inh	Yeast lifespan up
1	O=c1nc(-c2ccccc2)n(-c2ccccc2)[nH]1	10	4	4	-8	92	-0.9	7	99	0	5
2	COc1ccccc1NC(=S)c1ccccc1	3	·	15	-4	99	-1.8	1	81	-9	-9
3	O=C(CN1CCN(S(=O)(=O)c2ccccc2)CC1)Nc1ccc(N2CCOCC2)cc1	7	·	3	-26	96	-1.0	-1	100	2	-2
4	O=C(c1cc2ccccc2o1)n1nnc2ccccc21	1	4	6	-25	94	-0.6	0	84	-1	-11
5	Cc1ccccc1-c1nc(CS(=O)(=O)CC(=O)NCCN2CCOCC2)c(C)o1	7	-18	13	-18	93	-0.1	1	95	0	0
6	Cc1cc2c(c(=O)o1)C1(C(=O)N(C)c3ccccc31)C(C#N)=C(N)O2 (centres undefined)	7	-7	5	-63	102	-0.3	4	108	2	-2
7	Cc1nn(C)cc1C1C(C#N)=C(N)N(c2cccnc2)C2=C1C(=O)CCC2 (centres undefined)	-1	·	7	-56	96	-0.1	2	93	-5	4
8	C=CCOc1ccc(C2N3CC4(C)CN2CC(CCC)(C3)C4=O)cc1 (centres undefined)	8	·	2	-6	88	2.9	2	73	-1	1
9	COc1cccc(CNC(=O)C23CN(Cc4ccccc4)CC2C(c2ccc([N+](=O)[O-])cc2)=NO3)c1 (centres undefined)	1	-1	7	-34	84	-1.7	3	82	·	-1
10	O=c1cc(/C=C/c2cccs2)[nH]c2ccccc12	1	17	17	-56	22	-5.3	2	13	0	-5
11	O=C1CC(c2ccco2)Cc2nc(NCC3CCCO3)ncc21 (centres undefined)	-1	20	19	-18	96	0.6	0	98	0	-8
12	CCC1=NC(c2ccc(OC)c(OC)c2)N(O)C1(C)C (centres undefined)	0	·	10	-31	93	-1.5	1	93	1	1
13	Cc1ccc(-n2nc(C)c(NC(=O)CCl)c2C)cc1C	-3	-12	16	-34	6	-5.2	0	7	·	0
14	CC(C)OC(=O)CSc1nnc(-c2ccc(O)cc2)n1Cc1ccccc1	-3	-28	8	-31	79	-3.7	3	85	0	-12
15	CCC(C)NC(=O)c1ccccc1NC(=O)COc1ccc(OC)cc1 (centres undefined)	2	7	5	-51	100	-1.4	5	97	0	-10
16	CCCN(CCC)C(=O)Cn1c(=O)n(CCCCCC(=O)Nc2ccccc2)c(=O)c2sccc21	-1	4	8	-1	94	-3.7	6	99	-8	-2
17	CC(=O)c1cc(NC(=O)c2ccc(C)cc2)c(=O)oc1/C=C/N(C)C	-11	-4	11	-20	83	-3.2	2	88	-1	-28
18	Cc1nc2ccc(NC(=O)N(C)c3ccccc3)cc2s1	-14	·	11	-43	96	0.5	0	95	-4	2
19	COc1ccc(/C=N/NC(=O)c2ccn[nH]2)cc1COc1ccc(F)cc1	9	-40	7	-23	81	-3.4	0	82	1	-16
20	CCn1c(CNc2nc(-c3ccccc3)cs2)nnc1SCC(=O)NCc1ccccc1	-2	22	9	-45	100	0.1	6	101	·	·
21	CC(C)Cc1cc(C(=O)O)n[nH]1	-4	·	19*	-17	95	-1.8	5	91	-2	-6
22	O=C(Cc1ccc(S(=O)(=O)N2CCOCC2)s1)Nc1ccc2c(c1)CCC2	-26	-14	4	-50	82	-3.7	-2	95	-1	-4
23	COC(=O)c1c(NC(=O)COC(=O)CNC(=O)c2ccco2)sc(C)c1C	-5	-19	4	-4	80	-1.6	3	73	2	3
24	C=CCc1cc(C)ccc1OCCCC(C(=O)OCC)C(=O)OCC	5	25	8	-9	95	-1.9	7	84	-6	4
25	Cc1ccc(S(=O)(=O)NC2=NCN(CCN3CCOCC3)CN2)cc1	5	·	7	-24	90	-2.8	8	90	-1	-14
26	CCn1c(-c2cc(OC)c(OC)c(OC)c2)n[nH]c1=S	2	5	8	2	102	-1.0	-1	97	0	-1
27	CC1S/C(=N/N=C/c2ccco2)NC1=O (centres undefined)	-1	-43	10	-33	88	-1.7	3	84	1	-7
28	CCCC1C2CN(C(C)C)CC=C2C(C#N)=C(N)C1(C#N)C#N (centres undefined)	-14	-6	2	-46	100	-4.3	-5	103	-1	12
29	O=S(=O)(NC1=NCCCCC1)c1ccc2ccccc2c1	6	·	10	-23	90	-1.6	2	90	-9	9
30	COc1cccc(CN(C(=O)c2ccco2)C(C(=O)NC2CCCC2)c2cccnc2)c1 (centres undefined)	3	10	2	-23	92	-0.8	7	90	-1	4

Some of these compounds in order of formula weight, rising:
nr	molecule	GALR2 antag	E-sel TNF inh	Measles CPE	BB579 growth dn	PTEN del growth	MRP1 act	NPY-Y2 antag	bCat KO growth	Phagocyt inh	Yeast lifespan up
27	CC1S/C(=N/N=C/c2ccco2)NC1=O (centres undefined)	-1	-43	10	-33	88	-1.7	3	84	1	-7
28	CCCC1C2CN(C(C)C)CC=C2C(C#N)=C(N)C1(C#N)C#N (centres undefined)	-14	-6	2	-46	100	-4.3	-5	103	-1	12
8	C=CCOc1ccc(C2N3CC4(C)CN2CC(CCC)(C3)C4=O)cc1 (centres undefined)	8	·	2	-6	88	2.9	2	73	-1	1
15	CCC(C)NC(=O)c1ccccc1NC(=O)COc1ccc(OC)cc1 (centres undefined)	2	7	5	-51	100	-1.4	5	97	0	-10
7	Cc1nn(C)cc1C1C(C#N)=C(N)N(c2cccnc2)C2=C1C(=O)CCC2 (centres undefined)	-1	·	7	-56	96	-0.1	2	93	-5	4
25	Cc1ccc(S(=O)(=O)NC2=NCN(CCN3CCOCC3)CN2)cc1	5	·	7	-24	90	-2.8	8	90	-1	-14
23	COC(=O)c1c(NC(=O)COC(=O)CNC(=O)c2ccco2)sc(C)c1C	-5	-19	4	-4	80	-1.6	3	73	2	3
22	O=C(Cc1ccc(S(=O)(=O)N2CCOCC2)s1)Nc1ccc2c(c1)CCC2	-26	-14	4	-50	82	-3.7	-2	95	-1	-4
30	COc1cccc(CN(C(=O)c2ccco2)C(C(=O)NC2CCCC2)c2cccnc2)c1 (centres undefined)	3	10	2	-23	92	-0.8	7	90	-1	4
3	O=C(CN1CCN(S(=O)(=O)c2ccccc2)CC1)Nc1ccc(N2CCOCC2)cc1	7	·	3	-26	96	-1.0	-1	100	2	-2
20	CCn1c(CNc2nc(-c3ccccc3)cs2)nnc1SCC(=O)NCc1ccccc1	-2	22	9	-45	100	0.1	6	101	·	·
9	COc1cccc(CNC(=O)C23CN(Cc4ccccc4)CC2C(c2ccc([N+](=O)[O-])cc2)=NO3)c1 (centres undefined)	1	-1	7	-34	84	-1.7	3	82	·	-1
16	CCCN(CCC)C(=O)Cn1c(=O)n(CCCCCC(=O)Nc2ccccc2)c(=O)c2sccc21	-1	4	8	-1	94	-3.7	6	99	-8	-2

Continued:
nr	molecule	GALR2 antag	E-sel TNF inh	Measles CPE	BB579 growth dn	PTEN del growth	MRP1 act	NPY-Y2 antag	bCat KO growth	Phagocyt inh	Yeast lifespan up
31	Cc1ccc(S(=O)(=O)N2CCC(=O)N(CCOCc3cccc(F)c3)CC2)cc1	3	-1	4	-45	80	-1.8	1	84	·	4
32	Cc1nn(C(=O)c2ccco2)c(C)c1Br	6	-1	20	-6	93	-1.7	2	91	-1	-5
33	O=c1c(N2CCOCC2)nsnc1N1CCOCC1	13	-5	9	-19	91	0.5	-1	90	1	-2
34	CC(C)c1cccc(C(C)C)c1NC(=O)Cn1c(=O)cnc2ccccc21	9	-6	11	-11	88	-3.2	14	78	·	3
35	CC(C)(C)c1[nH]nc2c1C(Cc1ccccc1)C(C#N)=C(N)O2 (centres undefined)	0	-18	1	-58	102	-0.3	-3	97	-1	1
36	CC(C)Oc1cccc(C(=O)NC(=S)Nc2cccc(C(F)(F)F)c2)c1	-2	-27	4	-32	87	-0.9	2	97	-3	-4
37	CCN(CC)C(=O)C(C)N(C#N)c1nc(NC(C)C)nc(NC(C)C)n1 (centres undefined)	-12	4	6	-53	91	-1.4	1	96	0	-7
38	CCOC(=O)c1ccc(N2C(=O)C3C(/C=C/c4ccccc4)OC4(C(=O)c5ccccc5C4=O)C3C2=O)cc1 (centres undefined)	5	8	10	-22	93	-0.5	4	82	-5	-3
39	CCN(CC)S(=O)(=O)c1ccc(OC)c(NC(=O)CSc2cc(Cl)ccc2Cl)c1	6	·	5	-35	88	-2.0	-2	85	-4	4
40	CC1(CC(=O)N/N=C/c2ccc(OCc3ccc(Cl)cc3Cl)cc2)OCCCO1	-6	-36	7	-41	91	0.3	9	85	·	-25
41	S=C(c1ccc2c(c1)OCO2)N1CCCCCC1	5	2	2	-30	101	0.7	1	99	-1	7
42	CCCn1nc(C(=O)NCCN2CCOCC2)c2ccccc2c1=O	-4	-24	12	-11	105	-2.9	-1	93	0	-4
43	COc1ccc(C(=O)N2CCCCC2)cc1S(=O)(=O)Nc1ccccc1	-9	-15	3	-80	101	-0.8	6	93	·	1
44	COc1ccc(N=Cc2cccc(C)c2O)cc1Cl	6	-29	10	-32	92	-3.9	4	87	-4	12
45	CC(C)=CCCC1=CCC(/C=N/NC(N)=O)C(C)C1 (centres undefined)	-5	·	9	-24	94	-1.6	0	93	-5	1
46	COc1ccc(N2CCN(Cc3cc(=O)oc4cc(C)c(Cl)c(C)c34)CC2)cc1	2	7	5	-31	94	0.1	0	86	1	-12
47	CCOC(=O)C1CCN(C(=O)CC(NS(=O)(=O)c2ccc(OC)cc2)C(C)C)CC1 (centres undefined)	-6	-5	36	-1	·	-0.4	2	97	1	-7
48	FC(F)(F)c1ccc(Oc2ccc3cc(Br)ccc3c2)nc1	-9	·	·	0	92	3.0	1	98	-5	4
49	COc1ccc(C(=O)NC2CCN(C(=O)NC3CCCCC3)CC2)cc1	4	-43	23	-20	112	-0.6	2	97	0	-8
50	O=C(CN1CCN(c2ccccn2)CC1)Nc1ccccc1	-12	13	5	-41	99	-2.6	2	96	·	0
51	CSc1ccccc1NC(=O)c1cc(-c2cccs2)on1	-2	·	5	-37	62	-1.6	9	56	0	-12
52	Cc1noc(C)c1S(=O)(=O)N1CCC(C(=O)NCCN2CCC(C)CC2)CC1	-8	4	3	-29	97	-2.1	5	89	-3	-5
53	COCc1cc(C)c2c(N)c(C#N)sc2n1	-22	2	9	-36	103	-0.8	0	115	-2	-26
54	CCOc1ncccc1C(=O)N(C)CC(=O)Nc1ccc(F)cc1	-12	·	12	3	99	1.3	0	92	-4	0
55	Cc1c(C(=O)O)cccc1-c1ccc(C=O)o1	6	·	19	-25	95	0.1	2	96	-4	3
